Compound activity (PubChem)
TbPYK inhibitor: qHTS of Trypanosoma Brucei Inhibitors; pyruvate kinase (Trypanosoma brucei), Q57TT1; TbPYK enzyme, Kinase-Glo Plus ATP luminescence, 45 min; Potency, µM (highest dose often 76.8 µM), for inactives: at the top dose activity, negative = inhibition, usual class: inhibitors; 410,000 tested, 0.12% active; also: nearly all actives have a fitted effect of over 50% in size
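Quantitative HTS: titrated library compounds versus trypanosomal pyruvate kinase in TEA buffer (pH 7.2) containing KCl, MgCl2, BSA and Tween-20. Reactions were initiated with ADP, 130 uM final. Kinase-Glo Plus luminescence was read after 45 min at RT.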
Pf growth 48h: Primary qHTS for delayed death inhibitors of the malarial parasite plastid, 48 hour incubation; P. falciparum luciferase growth in erythrocytes, 48 h; Potency, µM (series often up to 28.7 µM), without a hit: at the top dose activity change, negative = inhibition, hits mostly inhibitors; 310,000 tested, 5.9% active; AID 504832, 2011
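Luminescence readout; reporter = integrated firefly luciferase in P. falciparum. RBC culture at 2% hematocrit, 0.1% parasitemia final, 37 C/5% CO2; decreased signal taken as growth inhibition.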
Sm TGR inh: qHTS Assay for the Inhibitors of Schistosoma Mansoni Peroxiredoxins. purified TGR, DTNB reduction, TNB absorbance 405 nm. Potency, µM (titrated, usually from 114 µM), without a hit: at the top dose activity change, negative = inhibition, usual class: inhibitors. 360,000 tested, 3% active. AID 485364, 2010; also: nearly all actives have a fitted effect of over 60% in size
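TGR 20 nM + NADPH 100 uM (dispensed conc.), cpd preinc 15 min RT; start with NADPH (500 uM addition) then DTNB (15 mM addition). Kinetic TNB absorbance, 405 nm filter. Four-parameter Hill fit across titration.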
LmPK inhibitor: qHTS Assay for Inhibitors of Leishmania Mexicana Pyruvate Kinase (LmPK). Potency, µM (doses to about 57.5 µM), without a hit: at the highest dose activity change, negative = inhibition, actives largely listed as inhibitors. 290,000 tested, 0.37% active. Q27686. purified LmPK, Kinase-Glo ATP luminescence, 1 h. AID 1721, 2009
Target sequence (Q27686 whole entry, looked up): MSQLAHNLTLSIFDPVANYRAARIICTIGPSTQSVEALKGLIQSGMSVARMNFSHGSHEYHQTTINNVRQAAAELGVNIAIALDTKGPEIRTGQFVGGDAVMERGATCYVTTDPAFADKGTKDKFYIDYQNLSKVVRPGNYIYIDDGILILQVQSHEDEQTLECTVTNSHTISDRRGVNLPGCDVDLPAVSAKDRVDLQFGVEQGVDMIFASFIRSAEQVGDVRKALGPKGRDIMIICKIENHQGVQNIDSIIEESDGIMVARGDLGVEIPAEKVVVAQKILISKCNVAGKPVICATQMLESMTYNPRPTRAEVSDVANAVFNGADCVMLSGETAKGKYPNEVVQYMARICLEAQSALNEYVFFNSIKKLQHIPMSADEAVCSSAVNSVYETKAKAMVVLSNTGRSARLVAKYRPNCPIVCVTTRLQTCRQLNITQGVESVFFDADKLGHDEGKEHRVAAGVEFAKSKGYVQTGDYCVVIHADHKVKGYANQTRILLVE
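Kinase-Glo luminescence read after 1 h RT reaction of 0.1 nM LmPK with 0.5 mM PEP and 0.1 mM ADP. Activity scaled between uninhibited and enzyme-free controls.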
Pf growth 96h: Primary qHTS for delayed death inhibitors of the malarial parasite plastid, 96 hour incubation; P. falciparum luciferase reporter growth, 96 h; Potency, µM (titrated, usually from 28.7 µM), for the others: at the highest dose activity change, negative = inhibition, actives largely listed as inhibitors; 320,000 tested, 6.9% active
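Erythrocytes infected with luciferase-expressing P. falciparum were dispensed at 2% hematocrit and 0.05% parasitemia (final), then incubated with compounds 96 hours at 37 C in 5% CO2. Luminescence after detection reagent addition reported growth.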
HCV inh: qHTS Assay for Inhibitors of Hepatitis C Virus (HCV); AID 651820, 2012; Potency, µM (series often up to 41.8 µM), for inactives: top-dose activity change, negative = inhibition, most hits filed as inhibitors; Huh7.5.1 HCVcc-Cre infection, luciferase reporter, 44 h; 340,000 tested, 3.4% active
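After 44 h co-culture of compound, cells and HCVcc-Cre (~0.5 moi), substrate is added for 15 min at room temperature and luciferase measured over 15 sec. Cells were seeded at 1,000/well and pre-cultured 4 h.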
Active calls of the source: *; ? = inconclusive; / = not tested or not shown; & = joins results of further samples; [ ] = another dose, or the depositor's remark. Calls follow the shape of the dose curve; as a rule, active = well fitted curve in the direction sought with a large enough effect; inconclusive = small, poorly fitted or top-dose-only effect, or another doubt; inactive = no such curve, though single readings can be large; an effect the other way counts as inactive or inconclusive. % is scaled to controls: 0 for no effect and ±100 for the full control effect; potency is read from the fitted curve at half-maximal effect.

Results follow in this order: Pf growth 96h | TbPYK inhibitor | LmPK inhibitor | HCV inh | Sm TGR inh | Pf growth 48h
CC1CCC(C#N)(N(C)C(=O)CSc2nnc(C3CC3)n2C2CC2)CC1 (stereo not given)
→ ? | -5% | / | 9% | -6% | ?
O=[N+]([O-])c1ccc2c(c1)CNc1ccccc1O2
→ 27% | -2% | 6% | -4% | 0% | 61%[activator]
NS(=O)(=O)c1ccc(CCN=C(NS(=O)(=O)c2cccs2)c2ccccc2)cc1
→ 3% | -4% | 5% | -12% | 0% | 24%
CC1C(=O)CCCCCCCCCC2C1(N1CCOCC1)CS2(=O)=O (stereo not given)
→ -7% | 0% | 3% | ? | -36% | ?
CN(C(=O)c1ccc([N+](=O)[O-])cc1)c1ccccc1C(=O)NCc1ccccc1
→ 9% | 0% | 0% | 19% | 2% | 6%
NNC(=O)Cn1nc(Cc2ccccc2)n(N)c1=O
→ 33%[activator] | -9% | / | 4% | -19% | -22%
CC(C)CN1CCN(Cc2cnc(-c3ccc(Cl)cc3)nc2)CC1CCO (stereo not given)
→ ? | 1% | 2% | ? | -16%[57.1 µM] | 19%
NC(=S)Nc1ccc(Cl)c(Cl)c1
→ 27% | -8% | -3% | 1% | 11% | 37%[activator]
Cc1ccc2c(c1)cc(CN(Cc1ccc3c(c1)OCO3)C(=O)c1ccccc1)c1nnnn12
→ 68%[activator] | -4% | 10% | 9% | 0% | -16%
CCOc1ccc(OCC)c(NS(=O)(=O)c2cccc3nsnc23)c1
→ 38%[activator] | 4% | -13% | -4%&12% | -3% | -17%
COc1ccc(NC(=O)C2CC(=O)N(CCc3ccc(F)cc3)C2)c(OC)c1 (stereo not given)
→ -4% | -2% | -3% | -3% | 0% | -4%
CC(Oc1ccccc1)C(=O)Nc1c2c(nn1-c1ccccc1)CS(=O)C2 (stereo not given)
→ -11% | -7% | -3% | 6% | 0% | 5%
COc1cc(Cl)cc(C2NC(=O)NC(C)=C2C(=O)NCc2ccccc2)c1O (stereo not given)
→ / | -4% | 3% | 6% | -11% | ?
O=c1[nH][nH]cc1C=Nc1ccc(Cl)cc1Cl
→ ? | -4% | 17% | 15% | 2% | ?
Cc1nc(-c2ccc(S(=O)(=O)N3CCN(CCc4ccccc4)CC3)s2)cs1
→ -6% | -1% | 4% | 5% | -4% | 19%
COc1ccc2c(c1OC)C(=O)OC2c1c(O)n(Cc2ccc(F)cc2)c(=O)[nH]c1=O (stereo not given)
→ ? | -8% | 6% | 2% | ? | 1%
O=C(CCCc1c[nH]c2ccccc12)NCC1COc2ccccc2O1 (stereo not given)
→ -4% | -3% | 10% | ? | -6% | 21%
COCCN(C(=O)COC(=O)CCC(=O)c1ccc(Cl)cc1)c1c(N)n(Cc2ccccc2)c(=O)[nH]c1=O
→ 8% | -10% | -6% | -2% | -29% | 5%
CCN(CC(O)CON=C1c2ccccc2-c2ccccc21)S(=O)(=O)c1ccc(Cl)cc1 (stereo not given)
→ ? | 3% | 0% | 10µM* | -4% | ?
CCN1CCN(C(=O)CCc2ccc(S(=O)(=O)NCCc3ccccc3)cc2)CC1
→ ? | 1% | -1% | -15% | -5% | ?
O=S(=O)(c1ccccc1)N1CCN(S(=O)(=O)c2ccccc2)C1
→ 24% | -15% | 4% | -7% | -7% | 39%[activator]
CCOC(=O)c1ccc(S(=O)(=O)N2CCC(N3CCCCC3)CC2)cc1
→ 3% | 5% | 0% | -14% | 18% | -7%
COC(=O)/C(=N\Nc1ccccc1)Sc1nnc(-c2ccc(OC)cc2)n1C
→ -3% | ? | -16% | 9% | -4% | -4%
COc1ccc(NC(=O)N2CCCc3ccccc32)c(OC)c1
→ -47% | -4% | 0% | -6% | 4% | -8%
COc1ccc(C2=CC(=O)C[C@H](c3ccc(F)cc3)C2)c(F)c1F
→ 12% | -8% | / | ? | -5% | 5%
NNc1nc(C(F)(F)F)nc2ccccc12
→ 2% | 2% | 0% | 11% | 6% | -6%
CC(=O)/C(C(=N)N1CCN(c2cccc(Cl)c2)CC1)=C(\C)O
→ 4% | 5% | 0% | 2% | -2% | 6%
O=C(Nc1nc(-c2ccccn2)cs1)c1ccc(S(=O)(=O)N2CCCCC2)cc1
→ 2.3µM* | / | 5% | / | -16% | 3.3µM*
Cc1cc(C(=O)N2CCc3c([nH]c4ccccc34)C2c2c(F)cccc2Cl)no1 (stereo not given)
→ -5% | -5% | 6% | -7% | 9% | 5.9µM*
CN(C)S(=O)(=O)n1cnc2ccccc21
→ 92%[activator] | 0% | 3% | 8% | 3% | 7%
O=C(COc1ccc(Br)cc1)NCc1cn2ccccc2n1
→ 5% | 3% | 0% | -13% | -10% | -4%
COc1ccc(NC(=O)COc2cccc3c2CCNC3=O)cc1
→ ? | 10% | / | 19% | -1% | -13%
CCOC(=O)CCCCC(=O)NC(CO)C(=O)NC (stereo not given)
→ 12% | 2% | 0% | 19% | 1% | -2%
NC(=O)C1CCN(C(=O)N2c3ccccc3Sc3ccccc32)CC1
→ 10%[5.75 µM] | -7% | 4% | 11% | 5% | ?
CC(NC(=O)c1cc(-c2ccccc2)nc2ccccc12)C1CCCO1 (stereo not given)
→ -19% | / | 3% | / | / | -6%
CCc1ccc(NC(=O)CN2C(=O)COc3ccc(S(=O)(=O)N4CCCC4)cc32)cc1
→ ? | 1% | 1% | ? | 2% | ?
CCCCN(S(=O)(=O)c1ccccc1)S(=O)(=O)c1ccccc1
→ 27% | -9% | -5% | 4% | 6% | 5%
CCOc1ccc(Oc2c(/C=N/NC(C)=O)c(C)nn2-c2ccccc2)cc1
→ ? | -4% | 7% | -17% | -4% | ?
O=C1CN(O)C(c2ccccc2)=c2cc(Br)ccc2=N1
→ 5% | 1% | 1% | 2% | -2% | 1%
CCN1CCc2nc3ccccc3c(C(=O)Nc3ccc(NC(C)=O)cc3)c2C1
→ 7% | 5% | 0% | 14% | 3% | 1%

A different layout for three compounds above.
mol	Pf growth 96h	TbPYK inhibitor	LmPK inhibitor	HCV inh	Sm TGR inh	Pf growth 48h
CCc1ccc(NC(=O)CN2C(=O)COc3ccc(S(=O)(=O)N4CCCC4)cc32)cc1	?	1%	1%	?	2%	?
O=C(COc1ccc(Br)cc1)NCc1cn2ccccc2n1	5%	3%	0%	-13%	-10%	-4%
CC(NC(=O)c1cc(-c2ccccc2)nc2ccccc12)C1CCCO1 (stereo not given)	-19%	/	3%	/	/	-6%

The list goes on.
Results follow in this order: Pf growth 96h | TbPYK inhibitor | LmPK inhibitor | HCV inh | Sm TGR inh | Pf growth 48h
CCOc1ccc(OCC)c(NC(=O)CCn2cccc2)c1
→ / | 6% | 3% | ? | ? | 7%
CCOC(=O)c1nn(-c2ccccc2F)c(C)c1C(C)=O
→ 0% | -2% | -1% | 8% | 1% | 21%
Cc1ccc(NC(=S)NCc2ccccc2)c(C)c1
→ ? | -22% | 2% | -22% | 44%[activator] | ?
Cc1ccc(C)c(NC(=O)CSc2nnc(CCNC(=O)OC(C)(C)C)o2)c1
→ -11% | 3% | 11% | 1% | -13% | /
Cc1ccc(-c2cc(C(=O)O)n[nH]2)o1
→ ? | 2% | 6% | 14% | -13% | 9%
O=C(NCCN1CCOCC1)NC1(C(F)(F)F)Oc2ccccc2O1
→ 22% | 7% | 2% | ? | -25% | ?
O=C(O)c1ccc(CN(c2ccccn2)S(=O)(=O)c2ccccc2)cc1
→ -23% | -19% | 1% | 22% | 6% | -3%
Cc1ccnc(SCC(=O)N2CCCc3ccccc32)n1
→ 34%[activator] | 0% | 2% | 17% | -8% | 10%
COc1ccc(N2C(=O)CCC2(C#N)c2ccc(Br)cc2)cc1 (stereo not given)
→ -29% | -8% | 4% | 14% | -22% | /
Cc1ccc(NC(=O)CSc2nc(=O)n(CCN(C)C)c3c2CCCC3)c(C)c1
→ ? | -1% | / | -1% | 6% | 1%

Single values from the entries so far:
LmPK inhibitor, O=C(NCCN1CCOCC1)NC1(C(F)(F)F)Oc2ccccc2O1 : 2%
Pf growth 48h, Cc1ccc(-c2cc(C(=O)O)n[nH]2)o1 : 9%
HCV inh, Cc1ccc(NC(=O)CSc2nc(=O)n(CCN(C)C)c3c2CCCC3)c(C)c1 : -1%
HCV inh, Cc1ccc(C)c(NC(=O)CSc2nnc(CCNC(=O)OC(C)(C)C)o2)c1 : 1%
LmPK inhibitor, CCOc1ccc(OCC)c(NC(=O)CCn2cccc2)c1 : 3%
Pf growth 48h, CCOC(=O)c1nn(-c2ccccc2F)c(C)c1C(C)=O : 21%

(further entries)
Results follow in this order: Pf growth 96h | TbPYK inhibitor | LmPK inhibitor | HCV inh | Sm TGR inh | Pf growth 48h
CCCCNC(=O)N1CCCC(C(=O)c2cc(C)c(OC)c(C)c2)C1 (stereo not given)
→ 30%[activator] | -1% | 7% | 1% | -4% | 32%[activator]
CCCn1nc(C(=O)OCn2nnc3ccccc3c2=O)c2ccccc2c1=O
→ 8% | -9% | -2% | 8% | -20% | 40%[activator]
CCOC(=O)c1csc(NC(=O)c2ccc(S(=O)(=O)N(C)C)cc2)n1
→ -26% | -10% | 0% | -14% | -28% | -4%
O=C(C1CCCN1S(=O)(=O)c1ccc(Cl)c(Cl)c1)N1CCOCC1 (stereo not given)
→ ? | 1% | -3% | 9% | 3% | -9%
O=C(COC(=O)/C=C/c1ccc(Cl)cc1)Nc1ccc2c(c1)OCCO2
→ ? | 7% | 7% | -6% | 0% | -5%
CSC(=NC#N)N1CCN(C(=NC#N)SC)CC1
→ 2% | -1% | 3% | -7% | / | 9.3µM*
CCOC(=O)c1nn(-c2ccc(C)cc2)c(C)c1C(C)=O
→ -6% | 2% | 5% | -24% | -19% | -11%
CC1(C)Oc2ccc(C(=O)NC3CCCCC3)cc2N(CC#N)C1=O
→ ? | -5% | 0% | -5% | -7% | ?
CC(C)(C)c1nc(NCCN2CCOCC2)c2nnn(Cc3ccccc3Cl)c2n1
→ ? | -3% | 1% | ? | 0% | 24%
O=C(CSc1ncn[nH]1)N1N=C(c2ccc(Cl)cc2)CC1c1ccco1 (stereo not given)
→ -13% | -2% | 6% | -14% | ? | -7%
Cc1ccc(S(=O)(=O)/N=C(/Sc2ccccc2C(=O)O)c2ccccc2)cc1
→ -5% | -3% | -2% | 8% | 35µM* | 34%[activator]
Cc1sc(NC(=O)CN2CCOCC2)nc1-c1ccc2c(c1)CCN2S(=O)(=O)c1ccccc1
→ / | 6% | 4% | ? | -26% | 12µM*
C#CCOCCOCCOCCNc1nc(N2CCN(C(=O)CCCCCCCCCCNC(=O)[C@@H](CCC(=O)O)n3cc(CCCCCN)nn3)CC2)nc(N2CCN(C(=O)CCCCCCCCCCNC(=O)[C@H](CCCCN)n3cc(C[C@@H](C)CC)nn3)CC2)n1
→ ? | 0% | / | -20% | -27% | 5.9µM*
COc1ccc(C(=O)CSc2nnc(-c3ccc(C)cc3)o2)cc1
→ 0% | -5% | 2% | 16% | 4% | 41%
Cc1cnc(CN(C)C(=O)c2cc(COc3c(F)cccc3F)on2)[nH]1
→ -27% | 1% | 4% | -12% | 14% | 4.1µM*
